# COUP-TFII inh = NR2F2 transcriptional activity inhibitors, primary screen, cell-based, luciferase reporter, HEK293T, luminescence | HEK293T NGFI-A luciferase reporter | hit rate 0.7% among 370,000 | COUP transcription factor 2 (Homo sapiens), P24468 | inhibition, % at 8.6 µM;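 active = inhibition above a per-plate cutoff, mean inhibition of test wells between control levels plus 3 SD, cut at about 38% in these data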;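 also: cells cotransfected with COUP-TFII expression vector driving the NGFI-A reporter; 0% = median of COUP-TF2 test wells and 100% = reporter-only cells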
# EBV LMP1 NFkB = EBV LMP1-driven NF-kappaB luciferase reporter inhibitors, primary screen, cell-based, luminescence, single point. hit rate 0.69% among 350,000. inhibition, % at 12.5 µM. AID 504558, 2011. LMP1-induced NF-kappaB luciferase reporter cells; in the data active = inhibition above about 41%;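 also: 0% = neutral control wells and 100% = reference inhibitor control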
# KKLEB tox = cytotoxicity in KKLEB CF airway cells, primary screen, cytotoxicity control for CF NF-kB inhibitor project, cell-based, uHTS, fluorescence assay plates; KKLEB CF airway cells viability, ATPlite luminescence, overnight; stronger effect = lower value; cells stimulated with P. aeruginosa culture filtrate; activity change (cytotoxicity), % at 5 µM; hit rate 0.36% among 360,000; AID 602141, 2011;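 active = corrected activity change at or below -50% at 5 µM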
# NR5A2 inv ag = LRH-1 (NR5A2) inverse agonists, primary screen, cell-based, luminescence, HEK293T, StAR-luciferase reporter; hit rate 0.13% among 360,000; inhibition, % at 3.6 µM; LRH-1 transfected, 24 h; Nuclear receptor subfamily 5 group A member 2 (Homo sapiens), O00482;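 active = inhibition above the mean inhibition of all tested compounds plus 3 SD, cut at about 73% in these data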;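 also: 0% = DMSO wells and 100% = reporter-only cells lacking LRH-1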
# TRAIL sens C8 = viability loss with TRAIL in NB7+C8 cells, primary screen, TRAIL sensitizer project, cell-based, ATPlite luminescence. hit rate 1% among 360,000. inhibition (viability loss, TRAIL sensitization), % at 10 µM;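 active = compounds causing at least 50% loss of cell viability in the single-dose screen, relative to plate controls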
# TWEAK-Fn14 inh = inhibitors of TWEAK-Fn14 signaling, primary screen, luciferase reporter cells, uHTS; hit rate 2% among 360,000; inhibition, % at 10 µM; AID 1159606, 2016; TWEAK-stimulated Fn14 reporter cells, luciferase luminescence, 8 h; in the data active = inhibition above about 50%
# SRC2 inh = inhibition of GAL4-SRC2 driven luciferase reporter, primary screen, SRC2 inhibitor project, cell-based, luminescence. Nuclear receptor coactivator 2 (Homo sapiens), Q15596. HEK293 GAL4-SRC2 luciferase reporter. inhibition, % at 9 µM. hit rate 0.17% among 370,000. AID 651957, 2012;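 active = inhibition above the mean inhibition of all tested compounds plus 3 SD, set per campaign, cut at about 52% in these data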;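 also: 0% = DMSO treated cells and 100% = cells given Gossypol at 36 µM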
# TROY signal inh = inhibitors of TROY-driven NF-kB signaling, primary screen, Q293 LMP1-TROYcd cells, NF-kB luciferase, uHTS | Q293 LMP1-TROYcd NF-kB luciferase reporter, 4 h | inhibition, % at 10 µM | hit rate 0.98% among 360,000 | AID 1347056, 2019;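 active = compounds whose plate-normalised and pattern-corrected inhibition of the luciferase reporter signal at the single screening dose is 50% or more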
# SRC3 inh = SRC3 coactivator transcriptional activity inhibitors, primary screen, cell-based, luminescence | Nuclear receptor coactivator 3 (Homo sapiens), Q9Y6Q9 | HEK293 GAL4-SRC3 luciferase reporter | inhibition, % at 3.6 µM | hit rate 0.17% among 360,000 | AID 588352, 2011;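 active = inhibition above a per-campaign cutoff, the mean of all compounds plus 3 SD, cut at about 60% in these data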;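 also: 0% = DMSO-treated cells and 100% = gossypol-treated cells at 36 µM; higher means less SRC3-driven luciferase light from the GAL4 reporter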
# NCOA1 inh = SRC1 coactivator transcriptional activity inhibitors, primary screen, cell-based, luminescence; Nuclear receptor coactivator 1 (Homo sapiens), Q15788; HEK293 GAL4-SRC1 luciferase reporter; inhibition, % at 3.6 µM; hit rate 0.12% among 360,000;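 active = inhibition above the campaign mean plus 3 SD, with each screening campaign given its own cutoff, cut at about 60% in these data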;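 also: 0% = DMSO treated cells and 100% = gossypol at 36 µM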
# Target sequence (Q15788 whole entry, looked up, the tested form may be a part): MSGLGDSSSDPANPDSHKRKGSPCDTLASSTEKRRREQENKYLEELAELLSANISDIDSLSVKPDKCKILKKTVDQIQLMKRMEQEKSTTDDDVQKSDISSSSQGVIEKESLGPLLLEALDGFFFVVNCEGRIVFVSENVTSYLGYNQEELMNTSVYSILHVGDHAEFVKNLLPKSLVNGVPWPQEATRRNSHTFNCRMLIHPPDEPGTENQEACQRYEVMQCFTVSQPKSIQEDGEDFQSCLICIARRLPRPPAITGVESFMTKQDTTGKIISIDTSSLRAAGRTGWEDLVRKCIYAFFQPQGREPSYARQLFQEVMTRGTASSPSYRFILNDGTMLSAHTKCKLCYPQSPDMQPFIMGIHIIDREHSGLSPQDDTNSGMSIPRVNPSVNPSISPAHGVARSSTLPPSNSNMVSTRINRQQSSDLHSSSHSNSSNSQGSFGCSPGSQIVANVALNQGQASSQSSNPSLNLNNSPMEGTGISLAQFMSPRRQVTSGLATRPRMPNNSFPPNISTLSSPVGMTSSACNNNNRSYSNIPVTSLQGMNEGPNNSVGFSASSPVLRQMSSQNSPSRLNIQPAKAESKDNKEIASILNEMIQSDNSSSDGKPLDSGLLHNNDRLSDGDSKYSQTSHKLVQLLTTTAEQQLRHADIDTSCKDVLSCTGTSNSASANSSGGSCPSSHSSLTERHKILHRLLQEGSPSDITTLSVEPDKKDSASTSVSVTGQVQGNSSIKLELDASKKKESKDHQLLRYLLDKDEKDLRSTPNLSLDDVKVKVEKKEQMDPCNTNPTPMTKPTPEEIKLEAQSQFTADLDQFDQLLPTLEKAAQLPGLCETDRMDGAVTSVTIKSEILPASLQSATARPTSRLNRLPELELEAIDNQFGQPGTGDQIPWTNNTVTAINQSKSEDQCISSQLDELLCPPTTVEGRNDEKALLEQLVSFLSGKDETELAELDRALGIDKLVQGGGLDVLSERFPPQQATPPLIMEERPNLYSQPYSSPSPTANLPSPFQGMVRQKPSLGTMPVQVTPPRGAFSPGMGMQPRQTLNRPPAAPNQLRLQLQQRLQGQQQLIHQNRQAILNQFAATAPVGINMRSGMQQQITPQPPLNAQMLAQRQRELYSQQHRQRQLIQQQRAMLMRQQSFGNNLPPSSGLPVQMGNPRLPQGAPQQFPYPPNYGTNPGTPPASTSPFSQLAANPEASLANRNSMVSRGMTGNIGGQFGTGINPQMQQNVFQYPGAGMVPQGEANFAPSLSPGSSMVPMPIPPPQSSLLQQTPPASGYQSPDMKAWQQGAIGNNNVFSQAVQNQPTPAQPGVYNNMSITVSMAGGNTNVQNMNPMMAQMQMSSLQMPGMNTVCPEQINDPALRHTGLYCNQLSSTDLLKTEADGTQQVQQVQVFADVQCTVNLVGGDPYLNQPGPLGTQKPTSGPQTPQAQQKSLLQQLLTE
# CF NFkB inh = inhibitors of PAF-induced NF-kB signaling, primary screen, cell-based, GFP fluorescence, uHTS; inhibition, % at 5 µM; hit rate 0.86% among 360,000; KKLEB NF-kB-GFP reporter, GFP fluorescence overnight;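 active = at least 50% inhibition at 5 µM, scaled per plate between neutral and stimulator controls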;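 also: PAF is a Pseudomonas aeruginosa culture filtrate used as stimulus; plate controls were PAF-stimulated DMSO wells for no effect and unstimulated DMSO wells for full effect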
# * hit, by the source's call; / = not tested or not shown.
# Every second line gives: COUP-TFII inh	EBV LMP1 NFkB	KKLEB tox	NR5A2 inv ag	TRAIL sens C8	TWEAK-Fn14 inh	SRC2 inh	TROY signal inh	SRC3 inh	NCOA1 inh	CF NFkB inh
CCOc1ccc(OCC(=O)Nc2c3c(nn2C(C)(C)C)CS(=O)(=O)C3)cc1
    4	-2	-8	9	-24	-15	13	-2	-3	-2	5
CCCC(C)C(=O)Nc1nnc(C)s1 (stereo unspecified)
    9	1	0	16	-7	10	-10	6	-1	7	4
CCC(C)NC(=O)CSc1ccc(Cl)cc1 (stereo unspecified)
    10	-9	1	-20	4	-2	-6	-22	18	-5	9
CC(=O)c1ccc(OCc2cc(C(=O)N3CCN(C4CCCC4)C(=O)C3)no2)cc1
    -15	-2	-4	-11	-6	-8	-42	-24	-30	-30	-14
Cc1ccc(C(=O)CSc2nc3cccnc3n2C)cc1
    6	10	5	-2	2	9	-11	6	18	1	-14
COCCN(Cc1ccco1)C(=O)Cn1ncc2c(=O)oc3ccccc3c21
    19	5	7	-6	12	1	-8	19	4	-4	-12
CC(C)(C)OC(=O)C[C@H]1C/C=C\C[C@@H](CC(=O)N(CCO)Cc2ccccc2)C(=O)N2CCC[C@H]2COC1=O
    9	1	-4	6	8	20	-5	-7	13	-7	-11
COc1ccc(OC)c(/C=N\NC(=O)c2ccc(-c3ccccc3)cc2)c1
    20	6	9	25	11	-14	8	7	-4	5	-48
C#CCOCCOCCOCCNc1nc(N2CCN(C(=O)[C@H](Cc3ccc(O)cc3)n3cc([C@@H](N)C(C)CC)nn3)CC2)nc(N2CCN(C(=O)[C@H](Cc3cc4ccccc4[nH]3)n3cc([C@@H](N)C(C)CC)nn3)CC2)n1 (stereo partly specified)
    /	5	13	19	-25	-2	/	-14	-9	12	-10
CCCCC1(Br)C(=O)N(c2ccccc2)N(c2ccccc2)C1=O
    -8	24	9	9	-3	-1	2	1	-5	6	-26

# (continued)
# Every second line gives: COUP-TFII inh	EBV LMP1 NFkB	KKLEB tox	NR5A2 inv ag	TRAIL sens C8	TWEAK-Fn14 inh	SRC2 inh	TROY signal inh	SRC3 inh	NCOA1 inh	CF NFkB inh
Cc1ccc(S(=O)(=O)N2CCC(=O)N([C@H](COCc3ccccc3)C(C)C)CC2)cc1
    -3	/	/	10	-6	-21	-13	-8	/	/	/
Cc1ccc(NC(=O)C2CCN(S(=O)(=O)c3c(C)n[nH]c3C)CC2)nc1
    -4	6	27	2	9	8	15	0	16	-10	-45
S=c1[nH]c(-c2cccs2)cn1-c1ccccc1
    -19	-22	1	-72	37	-4	-40	-26	-25	-34	-6
CC(C)CNC(=O)CCCc1ccccc1
    3	-11	2	-34	-2	-14	-13	-11	-53	-51	-3
O=C(CNC(=O)c1cccc(-n2cnnn2)c1)Nc1ccc(F)c(F)c1
    -5	1	-8	-36	-11	-2	15	-22	-9	-2	21
COc1cc(C(=O)NC(=S)NNC(=O)c2ccc3c(c2)OCO3)cc(OC)c1OC
    12	9	7	-32	8	-37	-6	-19	7	7	-3
Cc1noc(C)c1S(=O)(=O)N1CCCC(C(=O)N2CCN(C3CCCCC3)CC2)C1 (stereo unspecified)
    10	-12	10	5	1	-7	-23	6	21	-3	-19
Cc1cc2nc(-c3ccc(SCc4ccc(C#N)cc4)nc3)[nH]c2cc1C
    5	-3	7	-37	-26	58*	-14	47	0	-7	-8
C[C@@H]1CN([C@@H](C)CO)C(=O)CCCn2nncc2CO[C@H]1CN(C)Cc1ccc2c(c1)OCO2
    12	-7	18	4	4	10	-16	-2	2	5	-19
COC(=O)c1cc(Br)c(=O)n(Cc2ccco2)c1
    -1	3	8	-13	-12	78*	-11	/	6	-17	-12

# Next part:
# Every second line gives: COUP-TFII inh	EBV LMP1 NFkB	KKLEB tox	NR5A2 inv ag	TRAIL sens C8	TWEAK-Fn14 inh	SRC2 inh	TROY signal inh	SRC3 inh	NCOA1 inh	CF NFkB inh
CN(C)C(=O)COc1ccc2ccc(=O)oc2c1
    -10	-2	-5	8	6	-4	-1	10	-8	10	8
O=C(NC1=NCCS1)C12CC3CC(C1)CC(C(=O)NC1=NCCS1)(C3)C2
    -1	6	-3	4	-7	20	-5	10	-4	-10	-2
COCCn1c(N)c(N(Cc2ccccc2)C(=O)C(C)Oc2ccc(Br)cc2)c(=O)[nH]c1=O (stereo unspecified)
    17	3	6	1	-1	-18	-8	-19	-16	2	7
CCOC(=O)c1[nH]c2ccc(C)cc2c1N=C(C)N(C)C
    1	-9	-4	-1	0	10	-41	-31	-14	-31	6
Cc1cc(C)c(OCC(=O)N/N=C/c2ccco2)c(C)c1
    23	-2	19	3	9	-3	2	-7	-2	6	-1
Cc1cccc(NC(=O)CCC(=O)N/N=C/c2ccncc2)c1
    12	2	4	-20	10	19	-9	6	9	-4	20
Cn1c(SCc2c(F)cccc2Cl)nc2ccccc2c1=O
    6	6	-2	-2	4	23	-8	14	17	2	14
Cc1ccc(/C=C/C(=O)N2CCN(c3cccc(C(F)(F)F)c3)CC2)cc1
    -4	7	-8	0	-1	5	-9	4	16	-9	-7
COC(=O)[C@@H](NC(=O)NCc1cccc(OC)c1)C(C)C
    2	2	-3	12	3	-4	-7	6	22	9	4
CCCCc1c(C)nc2cc(-c3ccco3)[nH]n2c1=O
    -27	-5	0	-59	19	11	-24	-6	-29	-44	-4

# (more compounds)
# Every second line gives: COUP-TFII inh	EBV LMP1 NFkB	KKLEB tox	NR5A2 inv ag	TRAIL sens C8	TWEAK-Fn14 inh	SRC2 inh	TROY signal inh	SRC3 inh	NCOA1 inh	CF NFkB inh
O=S(=O)(c1ccc(F)cc1)N1CCN=C1SCc1cccc(F)c1
    19	-16	-1	-23	-7	-11	10	-8	-12	-15	-2
Cc1ccc2cccc(OCc3ccc(Br)cc3)c2n1
    5	6	-11	17	8	-9	-18	-9	-23	4	9
OCCC1CN(Cc2ccc(F)cc2)CCN1CCc1ccccc1 (stereo unspecified)
    -6	5	-9	10	4	18	-5	17	-3	24	-36
CSc1ccc(-c2nnn(Cc3ccccn3)n2)cc1
    -38	-46	-6	-110	13	-25	-91	-35	-64	-85	7
Cn1cc(S(=O)(=O)CC(=O)N2CCCc3ccccc32)c2ccccc21
    -14	4	-21	-23	65*	15	5	-5	5	3	-17
COc1ccc(CCN(C)C(=O)CCNC(=O)c2ccc(Br)cc2)cc1OC
    -5	-7	-3	8	-4	13	15	5	14	-4	8
O=C(Nc1ccc2ccccc2c1)c1ccccc1O
    -14	-24	-18	-74	72*	90*	17	59*	-76	-84	52*
CCCCCN1C=CC(=C2C(=O)c3ccccc3C2=O)C=C1
    70*	76*	-82*	24	96*	77*	83*	78*	61	53	-5
CCn1ncc(CN2CCCC(C(=O)c3cccc(OC(C)C)c3)C2)c1C (stereo unspecified)
    8	-7	5	15	-5	1	13	8	-4	-2	0
COc1ccc(OC)c(-c2cc(C(=O)Nc3sc4c(c3C#N)CCC(C)C4)c3ccccc3n2)c1 (stereo unspecified)
    5	-5	-52*	8	-4	-8	-4	3	-9	-22	38

# 12 of the compounds above, comma-delimited.
Compound,COUP-TFII inh,EBV LMP1 NFkB,KKLEB tox,NR5A2 inv ag,TRAIL sens C8,TWEAK-Fn14 inh,SRC2 inh,TROY signal inh,SRC3 inh,NCOA1 inh,CF NFkB inh
Cc1ccc(/C=C/C(=O)N2CCN(c3cccc(C(F)(F)F)c3)CC2)cc1,-4,7,-8,0,-1,5,-9,4,16,-9,-7
COC(=O)[C@@H](NC(=O)NCc1cccc(OC)c1)C(C)C,2,2,-3,12,3,-4,-7,6,22,9,4
CCCCc1c(C)nc2cc(-c3ccco3)[nH]n2c1=O,-27,-5,0,-59,19,11,-24,-6,-29,-44,-4
O=S(=O)(c1ccc(F)cc1)N1CCN=C1SCc1cccc(F)c1,19,-16,-1,-23,-7,-11,10,-8,-12,-15,-2
Cc1ccc2cccc(OCc3ccc(Br)cc3)c2n1,5,6,-11,17,8,-9,-18,-9,-23,4,9
OCCC1CN(Cc2ccc(F)cc2)CCN1CCc1ccccc1 (stereo unspecified),-6,5,-9,10,4,18,-5,17,-3,24,-36
CSc1ccc(-c2nnn(Cc3ccccn3)n2)cc1,-38,-46,-6,-110,13,-25,-91,-35,-64,-85,7
Cn1cc(S(=O)(=O)CC(=O)N2CCCc3ccccc32)c2ccccc21,-14,4,-21,-23,65*,15,5,-5,5,3,-17
COc1ccc(CCN(C)C(=O)CCNC(=O)c2ccc(Br)cc2)cc1OC,-5,-7,-3,8,-4,13,15,5,14,-4,8
O=C(Nc1ccc2ccccc2c1)c1ccccc1O,-14,-24,-18,-74,72*,90*,17,59*,-76,-84,52*
CCCCCN1C=CC(=C2C(=O)c3ccccc3C2=O)C=C1,70*,76*,-82*,24,96*,77*,83*,78*,61,53,-5
CCn1ncc(CN2CCCC(C(=O)c3cccc(OC(C)C)c3)C2)c1C (stereo unspecified),8,-7,5,15,-5,1,13,8,-4,-2,0

# Going on with the list.
# Every second line gives: COUP-TFII inh	EBV LMP1 NFkB	KKLEB tox	NR5A2 inv ag	TRAIL sens C8	TWEAK-Fn14 inh	SRC2 inh	TROY signal inh	SRC3 inh	NCOA1 inh	CF NFkB inh
CC(NC(=O)C(=O)N/N=C\c1cccc([N+](=O)[O-])c1)c1ccccc1 (stereo unspecified)
    1	-4	17	-1	0	1	21	-14	11	-9	-7
O=C(CSc1nc(-c2ccc(F)cc2)nc2c1Cc1ccccc1O2)Nc1ccc(C(=O)O)cc1
    3	0	-29	7	3	26	-18	3	-8	-20	7
CCC(=O)Nc1ccc2nc3c(=O)[nH]c(=S)[nH]c3nc2c1
    20	24	3	10	1	7	6	9	12	10	-11
CC1=C(C(=O)OCC2CCCO2)C(c2ccc(C)cc2)C2=C(CC(C)(C)CC2=O)N1 (stereo unspecified)
    9	8	6	-13	1	-3	-18	6	8	-9	-12
Cc1cn(CCC(=O)Nc2ccccc2N2CCOCC2)c2ccccc12
    -30	-34	-7	-63	-6	-26	-29	-35	-50	-45	9
O=C(CN(c1ccccc1)S(=O)(=O)c1ccccc1)N/N=C/c1ccco1
    11	-1	-2	20	-12	3	-18	6	4	-21	10
CCc1nnc(NC(=O)CN2C(=O)c3ccccc3C2=O)s1
    -9	2	-3	15	-1	14	2	-20	19	-20	9
Oc1ccc(-c2n[nH]c(=S)n2Cc2ccccc2)cc1
    -4	-1	0	3	19	18	-22	7	4	-9	23
COc1cccc(C2=CC(c3cc(OC)ccc3OC)n3nnnc3N2)c1 (stereo unspecified)
    11	-8	-17	16	14	2	-20	3	12	-2	9

# Bioassay records deposited in PubChem BioAssay by several laboratories.
